# EZH2 inh = blocks human EZH2/PRC2 H3K27 methylation; Q15910; inhibition, % at 12.5 µM; DELFIA TRF, 1 h; hit rate 0.35% among 57,000; AID 651548;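 active means mean inhibition of replicates at least 50% and every single replicate also reaching 50%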;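 further: dimethyl H3K27 on biotinylated H3 21-44 peptide detected by antibody; plate controls were median neutral control wells for no effect and median positive control wells for full effect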
# IDH1 R132H inh = blocks human IDH1 R132H reductase activity; hit rate 0.18% among 70,000; diaphorase/resazurin fluorescence, 60 min; inhibition, % at 10 µM; O75874; in the data active means inhibition above about 34%;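 further: 0% = DMSO and 100% = no enzyme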
# Target sequence (O75874 whole entry R132H): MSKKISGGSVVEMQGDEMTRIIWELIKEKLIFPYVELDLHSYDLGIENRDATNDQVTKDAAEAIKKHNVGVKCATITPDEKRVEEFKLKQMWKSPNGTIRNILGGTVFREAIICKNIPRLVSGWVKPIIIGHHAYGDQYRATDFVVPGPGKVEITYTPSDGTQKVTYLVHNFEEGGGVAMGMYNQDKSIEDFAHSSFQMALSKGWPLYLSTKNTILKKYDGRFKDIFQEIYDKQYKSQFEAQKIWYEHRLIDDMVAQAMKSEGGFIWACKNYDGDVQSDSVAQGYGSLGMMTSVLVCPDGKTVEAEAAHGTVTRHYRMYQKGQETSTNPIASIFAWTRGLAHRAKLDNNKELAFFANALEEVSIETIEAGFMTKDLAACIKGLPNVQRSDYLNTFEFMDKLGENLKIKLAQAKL
# * hit, by the source's call; nt = not tested or not shown. A portion of the library. The share of hits here may be higher or lower than overall.
SMILES,EZH2 inh,IDH1 R132H inh
CO[C@H]1CN(C)C(=O)c2cc(NC(=O)C3CC3)ccc2OC[C@@H](C)N(CCC(F)(F)F)C[C@H]1C,-5.5,0.3
C[C@H]1CN([C@@H](C)CO)C(=O)c2cc(-c3cncnc3)cnc2O[C@@H]1CN(C)Cc1ccc(Oc2ccccc2)cc1,-12.6,0.0
CO[C@@H]1CN(C)C(=O)c2ccc(NC(=O)NC(C)C)cc2OC[C@@H](C)N(Cc2ccc(-c3ccccn3)cc2)C[C@@H]1C,0.8,-0.6
CNC[C@H]1Oc2ncc(C#CC3CCCC3)cc2C(=O)N([C@H](C)CO)C[C@H]1C,nt,0.2
Cc1cc(C)c(S(=O)(=O)N(C)CC(=O)Nc2cccc(C)c2C)c(C)c1,6.0,0.1
C[C@H]1CN([C@@H](C)CO)C(=O)c2cc(NS(=O)(=O)c3ccc(Cl)cc3)ccc2O[C@@H]1CN(C)Cc1ccc(C(F)(F)F)cc1,nt,2.7
CC#CCc1cc2ccccc2c(=O)o1,nt,-0.3
O=C(N[C@@H]1CC[C@H](CC(=O)N2CCc3ccccc3C2)O[C@@H]1CO)C1CCOCC1,-10.3,0.0
CCC(=O)N(C)C[C@@H]1Oc2ncc(C#CC(C)C)cc2C(=O)N([C@H](C)CO)C[C@H]1C,-1.1,-0.1
Cc1nc(SCC(=O)Nc2ccc(I)cc2)nc2c1CCCC2,14.2,-0.3

# Reprinted from the part before: 6 entries, then new ones.
SMILES,EZH2 inh,IDH1 R132H inh
Cc1cc(C)c(S(=O)(=O)N(C)CC(=O)Nc2cccc(C)c2C)c(C)c1,6.0,0.1
C[C@H]1CN([C@@H](C)CO)C(=O)c2cc(NS(=O)(=O)c3ccc(Cl)cc3)ccc2O[C@@H]1CN(C)Cc1ccc(C(F)(F)F)cc1,nt,2.7
CC#CCc1cc2ccccc2c(=O)o1,nt,-0.3
O=C(N[C@@H]1CC[C@H](CC(=O)N2CCc3ccccc3C2)O[C@@H]1CO)C1CCOCC1,-10.3,0.0
CCC(=O)N(C)C[C@@H]1Oc2ncc(C#CC(C)C)cc2C(=O)N([C@H](C)CO)C[C@H]1C,-1.1,-0.1
Cc1nc(SCC(=O)Nc2ccc(I)cc2)nc2c1CCCC2,14.2,-0.3
C/C=C/c1ccc2c(c1)O[C@H](CN(C)C(=O)Nc1ccc(C(F)(F)F)cc1)[C@@H](C)CN([C@H](C)CO)S2(=O)=O,-22.0,0.1
CO[C@@H]1CN(C)C(=O)c2ccc(NC(=O)c3ccc4c(c3)OCO4)cc2OC[C@@H](C)N(CCC(F)(F)F)C[C@H]1C,0.1,0.4
CC(=O)c1ccccc1OCC(O)CNC1CCCC1 (centres undefined),nt,-0.2
COC(=O)c1cc(OC)c(OC)cc1NC(=S)N1CCC(C(N)=O)(N2CCCCC2)CC1,0.6,0.4
C[C@@H]1CN([C@H](C)CO)C(=O)Cc2cc(NS(=O)(=O)c3ccc(Cl)cc3)ccc2O[C@H]1CN(C)S(=O)(=O)c1ccccc1,nt,0.1
C[C@@H]1CN([C@H](C)CO)C(=O)Cc2cc(NS(=O)(=O)c3ccc(F)cc3)ccc2O[C@@H]1CN(C)C(=O)Nc1ccc(F)cc1,nt,2.0
C[C@H]1CN([C@@H](C)CO)C(=O)c2cccc(NC(=O)Nc3ccc4c(c3)OCO4)c2O[C@H]1CN(C)C(=O)Nc1ccc2c(c1)OCO2,nt,0.0
O=C(N[C@H]1CC[C@@H](CCNS(=O)(=O)c2ccccc2)O[C@@H]1CO)c1cccnc1,-6.4,-0.1
CO[C@@H]1CN(C)C(=O)c2ccc(NC(=O)c3ccccn3)cc2OC[C@@H](C)N(C(=O)Nc2ccccc2Cl)C[C@H]1C,-3.3,0.5
Cc1noc(C)c1NC(=O)N(C)C[C@H]1Oc2ccc(NC(=O)CCN3CCOCC3)cc2C(=O)N([C@H](C)CO)C[C@H]1C,nt,-0.1
C[C@@H]1CCCCO[C@H](CN(C)C(=O)Nc2ccc(C(F)(F)F)cc2)[C@@H](C)CN([C@H](C)CO)C(=O)c2cc(NC(=O)Nc3ccc(F)cc3)ccc2O1,nt,-0.4
CO[C@H]1CN(C)C(=O)c2ccc(NC(=O)NC(C)C)cc2OC[C@@H](C)N(C)C[C@@H]1C,-1.7,0.3
Cc1noc(C)c1NC(=O)Nc1ccc2c(c1)C(=O)N([C@@H](C)CO)C[C@H](C)[C@H](CN(C)C)O2,nt,1.2
C[C@@H]1CCCCO[C@@H](CN(C)S(=O)(=O)c2ccc(Cl)cc2)[C@@H](C)CN([C@H](C)CO)C(=O)c2cc(NC(=O)CCCN(C)C)ccc2O1,nt,-2.1
C[C@@H]1CN([C@H](C)CO)C(=O)c2cccc(NS(=O)(=O)c3ccccc3)c2O[C@H]1CN(C)Cc1ccccc1,7.2,nt
COc1ccccc1-c1cnc2c(c1)C(=O)N([C@@H](C)CO)C[C@H](C)[C@@H](CN(C)Cc1cccc(F)c1)O2,nt,-3.9
NS(=O)(=O)c1ccc(CCNC(=O)c2cc(-c3cccnc3)nc3ccc(Br)cc23)cc1,-3.3,0.3
CC(C)NC(=O)N(C)C[C@@H]1Oc2c(NC(=O)Nc3ccc(C(F)(F)F)cc3)cccc2C(=O)N([C@@H](C)CO)C[C@H]1C,-26.5,nt
N#C[C@H]1[C@@H](c2ccccc2)[C@@H](CO)N1C(=O)Cc1ccccc1,nt,0.2
C[C@H]1CN([C@@H](C)CO)S(=O)(=O)c2ccc(C#CC3CCCC3)cc2O[C@@H]1CN(C)C(=O)Cc1ccccc1,14.9,-3.0
C[C@H]1CN([C@@H](C)CO)C(=O)c2cc(-c3cncnc3)cnc2O[C@@H]1CN(C)C(=O)Cc1cccnc1,5.3,nt
C[C@H](CO)N1C[C@H](C)[C@@H](CN(C)C(=O)Cc2ccccc2)OCCCC[C@H](C)Oc2ccc(NC(=O)c3ccccc3)cc2C1=O,nt,2.3
C[C@@H]1CCCCO[C@@H](CN(C)C(=O)Nc2cccc3ccccc23)[C@@H](C)CN([C@H](C)CO)C(=O)c2cc(NC(=O)Nc3cccc4ccccc34)ccc2O1,nt,1.8
COCC#Cc1cnc2c(c1)C(=O)N([C@@H](C)CO)C[C@H](C)[C@H](CN(C)C(=O)CCN1CCCCC1)O2,-7.7,-1.6
CO[C@@H](CN(C)S(=O)(=O)c1cn(C)cn1)[C@H](C)CN(C(=O)Nc1ccc(F)cc1)[C@@H](C)CO,-1.5,0.2
O=C(COc1ccc(Br)cc1)Nc1cccc(-c2nc3ccccc3o2)c1,22.3,0.2
Cn1c(SCC(=O)Nc2cccc(F)c2)nnc1-c1cc2ccccc2o1,1.7,0.0
C[C@H]1CN([C@@H](C)CO)C(=O)c2cccc(NS(=O)(=O)c3cccs3)c2O[C@H]1CN(C)Cc1ccccc1,3.1,-0.2
COc1ccccc1CN1C[C@H](C)[C@H](OC)CN(C)C(=O)c2ccc(NC(C)=O)cc2OC[C@@H]1C,-2.0,0.1
C[C@H]1CCCCO[C@@H](CN(C)C)[C@@H](C)CN([C@@H](C)CO)C(=O)c2cc(NC(=O)Nc3ccc(F)cc3)ccc2O1,-5.8,3.1
O=C1C(Cl)=C(NCCN2CCOCC2)C(=O)c2ncccc21,-76.0,-4.6
COc1cccc(NC(=O)N[C@@H]2C=C[C@H](CC(=O)N3CCN(C)CC3)O[C@H]2CO)c1,5.8,-0.2
Cc1ccc(OCCn2cncn2)c([N+](=O)[O-])c1,-3.1,6.9
C[C@H](CO)N1C[C@H](C)[C@H](CN(C)Cc2ccc(Oc3ccccc3)cc2)Oc2ccc(N(C)C)cc2CC1=O,-8.8,nt
C[C@H](CO)N1C[C@H](C)[C@H](CN(C)S(=O)(=O)c2ccc(F)cc2)OCCCC[C@H](C)Oc2ccc(NC(=O)CCCCCC(=O)Nc3ccccc3N)cc2C1=O,nt,0.8
CCC(=O)N1C[C@H](C)[C@H](OC)CN(C)C(=O)c2ccc(NC(=O)c3cnccn3)cc2OC[C@@H]1C,10.3,-0.2
O=C(CSc1nc2c(c(C(F)(F)F)n1)CCCC2)Nc1cccc(Cl)c1Cl,26.7,0.4
C[C@@H]1CN([C@@H](C)CO)C(=O)c2cc(NS(=O)(=O)c3cccs3)ccc2O[C@@H]1CN(C)Cc1ccncc1,nt,3.7
CS(=O)(=O)N(CC(=O)Nc1ccccc1-c1ccccc1)c1ccc2c(c1)OCCO2,-8.0,0.0
C[C@@H]1CN([C@H](C)CO)C(=O)Cc2cc(NC(=O)NC3CCCCC3)ccc2O[C@H]1CN(C)C(=O)Nc1ccc(F)cc1,nt,-0.7
C[C@H]1CN([C@@H](C)CO)C(=O)c2cc(C#Cc3cccnc3)cnc2O[C@H]1CN(C)C(=O)CN(C)C,0.5,3.4
CO[C@@H]1CN(C)C(=O)c2cc(NC(=O)C3CCC3)ccc2OC[C@H](C)N(Cc2nccs2)C[C@@H]1C,-17.9,0.2
CCC(=O)N(C)C[C@H]1Oc2cc(-c3ccc(C)cc3)ccc2S(=O)(=O)N([C@H](C)CO)C[C@@H]1C,7.2,3.3
CC(C)C[C@](O)(C(=O)OCc1ccc(O[C@@H]2O[C@H](CO)[C@@H](O)[C@H](O)[C@H]2O)cc1)[C@H](O)C(=O)OCc1ccc(O[C@@H]2O[C@H](CO)[C@@H](O)[C@H](O)[C@H]2O)cc1,-0.8,-0.1
C/C=C/c1ccc2c(c1)O[C@@H](CN(C)C(=O)CN(C)C)[C@H](C)CN([C@H](C)CO)S2(=O)=O,-19.2,-0.1
O=C(CN1CCOCC1)NCC[C@@H]1CC[C@H](NC(=O)Nc2ccc(C(F)(F)F)cc2)[C@@H](CO)O1,-2.3,0.1
COCc1nc2ccccc2n1CCOc1ccc(Br)cc1,3.0,-0.9
O=C(C[C@@H]1C=C[C@@H](NS(=O)(=O)c2ccc(F)cc2)[C@@H](CO)O1)NC1CCC1,-2.2,0.1
O=C(C[C@H]1C=C[C@H](NC(=O)Nc2cc(F)ccc2F)[C@@H](CO)O1)NCc1ccccn1,21.3,0.0
CSc1ccccc1NC(=O)CN(C)S(=O)(=O)c1ccc(Br)cc1,0.9,-0.2

# An excerpt of these results, with two lines to a compound.
# Order of results – EZH2 inh | IDH1 R132H inh
C/C=C/c1ccc2c(c1)O[C@@H](CN(C)C(=O)CN(C)C)[C@H](C)CN([C@H](C)CO)S2(=O)=O
    -19.2 | -0.1
O=C(CN1CCOCC1)NCC[C@@H]1CC[C@H](NC(=O)Nc2ccc(C(F)(F)F)cc2)[C@@H](CO)O1
    -2.3 | 0.1

# Additional records.
SMILES,EZH2 inh,IDH1 R132H inh
Cc1ccc(S(=O)(=O)N(C)C[C@@H]2OCc3cnnn3CCCC(=O)N([C@@H](C)CO)C[C@@H]2C)cc1,nt,1.2
C[C@@H]1CN([C@H](C)CO)C(=O)Cc2cc(NS(=O)(=O)c3ccc(F)cc3)ccc2O[C@H]1CN(C)C(=O)Nc1ccc(F)cc1,nt,2.0
C[C@@H]1CN([C@@H](C)CO)C(=O)c2cc(-c3cccc(F)c3)cnc2O[C@H]1CN(C)C(=O)C1CC1,3.3,-0.8
C[C@H]1CN([C@@H](C)CO)C(=O)c2cc(NS(=O)(=O)c3cn(C)cn3)ccc2O[C@@H]1CN(C)C(=O)Nc1cccc2ccccc12,nt,2.3
COc1ccc(NC(=O)Nc2ccc3c(c2)C(=O)N([C@H](C)CO)C[C@@H](C)[C@@H](CN(C)S(=O)(=O)c2ccc(OC)cc2)O3)cc1,nt,-1.0
CO[C@H]1CN(C)C(=O)c2cc(NC(=O)C3CC3)ccc2OC[C@@H](C)N(Cc2nccs2)C[C@@H]1C,10.4,0.0
C[C@@H]1CN([C@H](C)CO)C(=O)Cc2cc(NC(=O)Nc3cccc4ccccc34)ccc2O[C@H]1CN(C)Cc1ccc(C(=O)O)cc1,nt,-34.6
CC(C)NC(=O)Nc1cccc2c1O[C@@H](CN(C)C)[C@@H](C)CN([C@@H](C)CO)C2=O,4.2,2.3
CO[C@H]1CN(C)C(=O)c2cc(NC(=O)C3CC3)ccc2OC[C@@H](C)N(CC2CCCC2)C[C@H]1C,-6.9,0.0
COc1ccc(NC(=O)N(C)C[C@@H]2Oc3ccc(NC(=O)Nc4ccccc4)cc3C(=O)N([C@H](C)CO)C[C@@H]2C)cc1,-5.3,0.6
C[C@H]1CN([C@@H](C)CO)C(=O)Cc2cc(NC(=O)c3ccncc3)ccc2O[C@@H]1CN(C)C(=O)Nc1ccc(C(F)(F)F)cc1,-2.3,2.1
CO[C@H]1CN(C)C(=O)c2ccc(NC(C)=O)cc2OC[C@@H](C)N(C(=O)c2ccncc2)C[C@H]1C,0.6,0.0
Cc1noc(C)c1S(=O)(=O)Nc1ccc2c(c1)CC(=O)N([C@@H](C)CO)C[C@H](C)[C@H](CN(C)Cc1ccc(Oc3ccccc3)cc1)O2,nt,0.0
COc1ccccc1CNC(=O)C[C@H]1C[C@H]2c3cc(NS(=O)(=O)c4ccc(F)cc4)ccc3O[C@H]2[C@H](CO)O1,-2.7,-0.2
COc1cccc(CN2C[C@@H](C)[C@H](OC)CN(C)C(=O)c3cc(NS(=O)(=O)c4cn(C)cn4)ccc3OC[C@H]2C)c1,-0.1,0.0
C[C@H]1CN([C@@H](C)CO)C(=O)c2cccc(NC(=O)Nc3ccc4c(c3)OCO4)c2O[C@H]1CN(C)Cc1ccc(C(=O)Nc2ccccc2N)cc1,-11.2,nt
O=C(C[C@H]1CC[C@H](NS(=O)(=O)c2ccc(F)cc2)[C@@H](CO)O1)N1CCc2ccccc2C1,3.2,-0.1
CO[C@H]1CN(C)C(=O)c2cc(NC(=O)c3ccc(F)cc3)ccc2OC[C@@H](C)N(C(C)=O)C[C@@H]1C,-5.3,0.3
COc1cc(C(Nc2ccccn2)c2cc(Cl)c3cccnc3c2O)cc(Br)c1O (centres undefined),-49.2,0.7
C[C@@H]1CCCCO[C@@H](CN(C)Cc2ccc(C(F)(F)F)cc2)[C@H](C)CN([C@@H](C)CO)C(=O)c2cc(NC(=O)c3ccncc3)ccc2O1,nt,-0.8
COCC(=O)Nc1ccc2c(c1)[C@@H]1C[C@H](CC(=O)NC3CCCC3)O[C@H](CO)[C@@H]1O2,-8.4,-0.4

# Bioassay records from PubChem BioAssay.
